From PubChem BioAssay
HT1080-NT tox – kills 2HG-producing HT-1080-NT fibrosarcoma cells | Potency, µM (top dose mostly 46.1 µM), for inactives: at the top dose activity, negative = less viability, actives largely listed as cytotoxic | HT-1080-NT fibrosarcoma viability, CellTiter-Glo ATP luminescence, 48 h | AID 686970 | 360,000 tested, 1.6% active;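 also: NT is the 2HG producing partner of a matched IDH1 knockdown line; potency is read from the fitted curve at half-maximal effect; 0% = DMSO-treated cells and -100% = media-only wells without cells; nearly all actives have a fitted effect of over 55% in size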
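Luminescent CellTiter-Glo readout after 48 hours of compound exposure at 37 degrees C defined viability of HT-1080-NT cells. Activity was normalized to DMSO wells and cell-free media wells; concentration-response curves were fitted and assigned curve classes.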
IL1B secr inh – inflammasome signaling inhibition, IL-1 beta readout; THP-1 LPS/ATP IL-1B secretion, AlphaLISA, 16 h; stronger effect = lower value; activity change, % at 57.5 µM; 360,000 tested, 4.7% active; in the data active = activity change below about -50%; inconclusive = mostly about -30% to -49%; also: % is scaled to controls: 0 for no effect and ±100 for the full control effect
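Secreted IL-1B measured by AlphaLISA bead assay after 16 h compound exposure of THP-1 cells; compounds (final up to 57.5 uM) added 1 h before LPS (250 ng/mL) and ATP (1.25 mM) stimulation; lower signal means less secretion.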
HT1080 IDH1KD tx – kills HT-1080 cells with IDH1 knockdown | HT-1080 IDH1 knockdown viability, ATP luminescence, 48 h | Potency, µM (highest dose often 46.1 µM), without a hit: at the highest dose activity, negative = toxicity, usual class: cytotoxic | 360,000 tested, 2% active | AID 686971;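 also: potency is read from the fitted curve at half-maximal effect; 0% = DMSO wells and -100% = cell-free medium wells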
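Viability of IDH1-knockdown HT-1080 fibrosarcoma cells was assessed by CellTiter-Glo after 48 h at 37 °C with titrated compound; concentration-effect curves were classified by fit quality and response size.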
MCF10A rerep – induces DNA re-replication in MCF 10a normal breast cells | MCF 10A DNA re-replication, Hoechst nuclear intensity, 48 h | Potency, µM (highest dose often 46.1 µM), for inactives: at the top dose activity, positive = re-replication, most hits filed as activators | 350,000 tested, 2.9% active; also: potency is read from the fitted curve at half-maximal effect; % of control where 0% means no effect; nearly all actives have a fitted effect of over 50% in size
WRN helicase inh – inhibitors of human WRN helicase | Q14191 | WRN helicase unwinding, fluorescent forked duplex, kinetic | Potency, µM (top dose mostly 114 µM), inactives show top-dose activity change, negative = inhibition, usual class: inhibitors | 360,000 tested, 0.46% active | AID 651768; also: potency is read from the fitted curve at half-maximal effect; % is scaled to controls: 0 for no effect and ±100 for the full control effect; nearly all actives have a fitted effect of over 55% in size
Target sequence (Q14191 whole entry, looked up): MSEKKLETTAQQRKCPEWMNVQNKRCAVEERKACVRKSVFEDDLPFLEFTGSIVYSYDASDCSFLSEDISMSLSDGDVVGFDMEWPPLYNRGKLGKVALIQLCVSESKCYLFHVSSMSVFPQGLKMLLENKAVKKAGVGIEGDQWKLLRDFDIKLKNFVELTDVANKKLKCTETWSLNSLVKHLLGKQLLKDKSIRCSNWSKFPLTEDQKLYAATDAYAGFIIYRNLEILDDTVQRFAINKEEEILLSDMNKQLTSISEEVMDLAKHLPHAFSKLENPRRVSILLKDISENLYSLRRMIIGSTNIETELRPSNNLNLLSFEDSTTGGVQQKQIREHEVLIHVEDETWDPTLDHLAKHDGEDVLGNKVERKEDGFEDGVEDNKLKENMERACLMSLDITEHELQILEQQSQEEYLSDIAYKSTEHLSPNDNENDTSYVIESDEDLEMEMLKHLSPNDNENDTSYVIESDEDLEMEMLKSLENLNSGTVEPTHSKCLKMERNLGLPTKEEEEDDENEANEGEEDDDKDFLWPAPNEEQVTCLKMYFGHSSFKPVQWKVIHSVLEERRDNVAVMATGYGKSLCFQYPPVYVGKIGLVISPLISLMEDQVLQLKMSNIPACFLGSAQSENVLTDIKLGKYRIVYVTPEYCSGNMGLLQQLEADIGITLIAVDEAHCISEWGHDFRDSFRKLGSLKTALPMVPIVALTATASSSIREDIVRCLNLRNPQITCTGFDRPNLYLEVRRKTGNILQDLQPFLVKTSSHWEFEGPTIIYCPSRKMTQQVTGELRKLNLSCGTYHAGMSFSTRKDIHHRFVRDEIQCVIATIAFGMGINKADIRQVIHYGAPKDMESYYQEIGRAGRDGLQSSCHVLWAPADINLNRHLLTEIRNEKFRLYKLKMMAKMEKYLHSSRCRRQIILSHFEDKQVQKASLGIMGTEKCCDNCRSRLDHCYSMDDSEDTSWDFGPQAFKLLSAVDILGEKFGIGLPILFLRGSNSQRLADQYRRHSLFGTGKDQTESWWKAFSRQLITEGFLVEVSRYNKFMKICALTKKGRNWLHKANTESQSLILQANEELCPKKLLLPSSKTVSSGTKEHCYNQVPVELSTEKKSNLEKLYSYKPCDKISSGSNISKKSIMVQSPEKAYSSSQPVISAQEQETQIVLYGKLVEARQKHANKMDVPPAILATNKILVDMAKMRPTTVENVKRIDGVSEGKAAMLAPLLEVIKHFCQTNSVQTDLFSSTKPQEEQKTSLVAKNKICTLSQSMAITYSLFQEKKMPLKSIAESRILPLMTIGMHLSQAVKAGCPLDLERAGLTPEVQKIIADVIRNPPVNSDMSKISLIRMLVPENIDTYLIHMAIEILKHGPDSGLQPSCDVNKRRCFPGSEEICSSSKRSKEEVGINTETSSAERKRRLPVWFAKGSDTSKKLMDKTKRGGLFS
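Kinetic fluorescence helicase assay: unwinding of a quenched forked DNA duplex (100 nM final) with 2 mM ATP final raises red fluorescence (525/598 nm). Compounds sat 15 min at room temperature with 20 nM WRN beforehand.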
KB-3-1 cytotox – KB-3-1 parental cell cytotoxicity; KB-3-1 viability, CellTiter-Glo ATP luminescence, 72 h; Potency, µM (highest dose often 46.1 µM), for the others: top-dose activity change, negative = cytotoxic, actives largely listed as cytotoxic; 400,000 tested, 1.4% active; also: potency is read from the fitted curve at half-maximal effect; % is scaled to controls: 0 for no effect and ±100 for the full control effect; nearly all actives have a fitted effect of over 60% in size
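Cytotoxicity measured as CellTiter-Glo luminescence after 72 h at 37 C. Compound titrations were pinned onto drug-naive KB-3-1 parental adenocarcinoma cells grown in DMEM with 10% FBS, and normalized data fitted to concentration-response curves.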
ATXN2 expr inh – reduces ATXN2 reporter expression in HEK-293 cells | Potency, µM (doses to about 57 µM), for the others: at the top dose activity change, negative = inhibition, usual class: inhibitors | AID 1745845 | 360,000 tested, 0.72% active | HEK-293 ATXN2-luciferase reporter, luminescence, 24 h; also: potency is read from the fitted curve at half-maximal effect; % is scaled to controls: 0 for no effect and ±100 for the full control effect; nearly all actives have a fitted effect of over 55% in size
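qHTS (up to 57 uM final) was run with 24 h compound exposure of reporter cells at 37 °C. Each well was multiplexed: SteadyGlo luminescence measured ATXN2-luciferase expression after a fluorogenic Gly-Phe-AFC viability readout (25 uM final).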
KB-V1 MDR tox – kills drug-selected multidrug resistant KB-V1 cells; KB-V1 MDR cells viability, CellTiter-Glo, 72 h; Potency, µM (highest dose often 46.1 µM), for inactives: top-dose activity change, negative = cytotoxicity, hits mostly cytotoxic; 400,000 tested, 3.4% active; AID 1347076; also: potency is read from the fitted curve at half-maximal effect; % is scaled to controls: 0 for no effect and ±100 for the full control effect; nearly all actives have a fitted effect of over 60% in size
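In this primary screen, KB-V1 cells overexpressing P-gp are incubated with library compounds (lowest to highest concentration) for 72 h at 37 degrees C before a luminescent ATP viability read.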
SW480 rereplic – induces DNA re-replication in SW480 colon adenocarcinoma cells; SW480 DNA re-replication, Hoechst DNA content imaging, 48 h; 340,000 tested, 1.8% active; Potency, µM (series often up to 46.1 µM), for inactives: at the highest dose re-replication activation, actives largely listed as activators; AID 624297; also: potency is read from the fitted curve at half-maximal effect; % of control where 0% means no effect; nearly all actives have a fitted effect of over 55% in size
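First, 250 cells per well were seeded. Next, compound or vehicle (23 nL) was pinned in, plates sat 48 hr at 37 C. Finally Hoechst was added for 40 min before fluorescence scanning.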
* hit, by the source's call; i = inactive; u = inconclusive; x = no result given; [ ] = dose if it differs, or a comment. Unless noted, calls follow the shape of the dose curve; as a rule, active = well fitted curve in the direction sought with a large enough effect; inconclusive = small, poorly fitted or top-dose-only effect, or another doubt; inactive = no such curve, though single readings can be large; an effect the other way counts as inactive or inconclusive. An unsorted share of the library; about 12% have a hit in one of these screens.

Every second line gives: HT1080-NT tox	IL1B secr inh	HT1080 IDH1KD tx	MCF10A rerep	WRN helicase inh	KB-3-1 cytotox	ATXN2 expr inh	KB-V1 MDR tox	SW480 rereplic
> CCNC(=O)NCCc1c[nH]c2ccc(Cl)cc12
 : 10.2%	-7.0	-1.2%	14.0%	-0.1%	-0.4%	13.7%	u	1.6%
> COc1ccc(NC(=O)c2cccc(N3C(=O)C4C5CCC(C5)C4C3=O)c2)cc1 (stereo not drawn)
 : 1.3%	11.8	-11.1%	8.6%	-8.4%	-1.4%	-1.4%	u	-2.9%
> CCOC(=O)c1c(N)sc2c(NC(C)=O)cccc12
 : 4.9%	1.7	2.9%	13.7%	6.4%	3.0%	3.1%	19.2%	1.5%
> CCCCNC(=O)C1c2ccccc2OCC(=O)N1Cc1cccnc1 (stereo not drawn)
 : 17.6%	11.3	12.0%	x	6.4%	15.5%	14.6%	20.5%	x
> ClCc1cc2ccccc2nc1Cl
 : 11.5%	-0.1	12.6%	1.8%	0.6%	-4.2%	-8.2%	-32.8%	0.3%
> Cc1nc(CS(=O)(=O)c2ccccn2)sc1C(=O)NNC(=O)c1c(F)cccc1Cl
 : 0.6%	-6.9	5.5%	1.1%	2.1%	0.9%	-7.2%	14.9%	-9.4%
> CC(C)Sc1nc(-c2cccs2)nc2cc(Cl)ccc12
 : 26.0%	43.9	1.6%	x	-1.1%	9.9%	8.4%	-9.5%	x
> O=C1C2C(c3cccc(/C=C/c4ccccc4)c3)CC=CC2C(c2ccc3ccccc3c2)N1Cc1ccccc1 (stereo not drawn)
 : 5.3%	15.5	10.7%	16.3%	-1.4%	3.5%	20.1%	6.1%	-1.2%
> CCCn1nc(C(=O)OCC(=O)c2c(N)n(C)c(=O)n(C)c2=O)c2ccccc2c1=O
 : -5.2%	-12.1	-1.8%	15.7%	-11.0%	0.0%	-24.5%	2.1%	-5.2%
> COc1ccc(NC(=S)Nc2cccc(C(F)(F)F)c2)c(C)c1
 : 12.0%	-10.4	2.0%	-0.3%	-7.7%	0.2%	3.9%[11.3 µM]	14.7%	3.1%
> Cc1cc(Cl)ccc1-c1nc(NCc2ccccc2)nc2ccsc12
 : u	0.0	u	x	-5.4%[57.1 µM]	-7.8%	1.4%	-29.4%	x
> CC(C)NC(=O)CCCc1cn(C)c2ccccc12
 : 5.2%	-1.9	13.0%	-8.4%	-5.9%	-9.2%	2.7%	-6.4%	-0.9%
> Cc1ccc(S(=O)(=O)N2[C@@H](c3cccc(Cl)c3)C(C(=O)O)=CC[C@H]2c2ccc(C(C)C)cc2)cc1
 : -4.8%	27.7	-4.7%	u	-3.8%[11.6 µM]	8.1%	-7.3%	-9.7%	-5.3%
> COc1ccccc1OCC(=O)NNC(=S)NC(=O)c1ccco1
 : -27.2%	4.1	-29.5%	-7.0%	-5.8%	-22.5%	-14.4%	-9.6%	5.8%
> COc1ccc(Cc2nc3ccccc3n2CC(=O)N/N=C/c2ccccc2)cc1OC
 : 5.6%	i	0.6%	u	-19.0%	0.9%	2.2%	-16.5%	14.0%
> CCOC(=O)Cn1c(=O)c2c(nc3n2CCCCN3c2ccc(OCC)cc2)n(C)c1=O
 : 29.6%	-3.5	20.7%	-0.6%	-4.5%	17.7%	7.7%	1.5%	-22.0%
> CCOC(=O)C1CCN(C(c2cccs2)c2sc3nc(C)nn3c2O)CC1 (stereo not drawn)
 : -0.3%	-12.4	7.9%	0.4%	7.3%	6.1%	6.7%	-0.5%	-0.4%
> O=C(NCc1ccc(F)cc1)c1cnn2ccccc12
 : -2.4%	-27.9	-2.3%	0.2%	2.4%	3.8%	21.6%	16.4%	-3.0%
> CCNC(=S)NS(=O)(=O)c1ccc(Cl)cc1
 : 15.6%	36.1	21.9%	1.2%	9.9%	3.2%	2.4%	20.8%	3.7%
> Cc1nc2ccc(S(=O)(=O)NC(C(=O)N3CCCCCC3)C(C)C)cc2s1 (stereo not drawn)
 : -4.2%	8.5	-5.6%	-0.5%	-2.1%	3.1%	-4.8%	u	1.0%
> CC(=O)N1c2c(cc(Br)cc2S(=O)(=O)NCc2ccc(C)cc2)CC1C (stereo not drawn)
 : 1.2%	14.0	5.1%	-0.9%	-7.1%	-10.2%	-15.0%	u	-11.8%
> C=CCNC(=O)C1CC(=O)N(c2ccc(OCC(=O)Nc3cccc(OC)c3)cc2)C1 (stereo not drawn)
 : -10.8%	3.4	4.0%	-3.8%	4.4%	2.0%	22.1%	9.9%	-1.3%
> CCC(CC)c1nnc(NC(=O)c2cccc(S(=O)(=O)N3CCOCC3)c2)s1
 : 0.7%	-8.9	-1.4%	u	-23.5%	-5.0%	-6.6%	-18.1%	-3.6%
> O=C(Nc1ccc2c3c(cccc13)CC2)c1ccco1
 : 0.6%	37.2	-1.4%	u	-4.8%	-3.8%	20.5%	-4.5%	-1.9%[9.22 µM]
> Cc1cc(N2CCCN(C)CC2)nc2cc(Cl)ccc12
 : u	u	u	u	-9.7%	-5.7%	u	-5.3%	u
> CCN(CCCn1c(=S)[nH]c2ccc(N3CCOCC3)cc2c1=O)c1ccccc1
 : u	10.9	u	18.4µM*	-0.7%	-2.2%	u	u	u
> CC(OC(=O)c1ccc(OCC2CCCO2)cc1)C(=O)N(C)Cc1ccccc1 (stereo not drawn)
 : 3.8%	-3.4	-2.8%	16.3%	-8.4%	0.0%	0.7%	u	u
> COc1ccc(-c2nc(=S)[nH][nH]2)cc1OC
 : 16.5%	3.4	13.2%	1.3%	1.1%	-2.9%	x	18.5%	17.7%
> Oc1cccc(C2c3[nH]c4ccccc4c3CCN2Cc2cnn(-c3ccccc3)c2)c1 (stereo not drawn)
 : u	-64.0*	u	u	-5.9%	-16.6%	-10.8%	-19.7%	8.8%
> CC1CCCN(C(=O)c2ccc(Br)c(S(=O)(=O)N3CCOCC3)c2)C1 (stereo not drawn)
 : -0.3%	-1.6	6.8%	-2.2%	2.0%	-22.6%	4.7%	-12.0%	-4.2%

Complete entries as entered above. Screens in order: HT1080-NT tox	IL1B secr inh	HT1080 IDH1KD tx	MCF10A rerep	WRN helicase inh	KB-3-1 cytotox	ATXN2 expr inh	KB-V1 MDR tox	SW480 rereplic
Listed for `C=CCNC(=O)C1CC(=O)N(c2ccc(OCC(=O)Nc3cccc(OC)c3)cc2)C1` (stereo not drawn) = -10.8%	3.4	4.0%	-3.8%	4.4%	2.0%	22.1%	9.9%	-1.3%
Listed for `Cc1cc(N2CCCN(C)CC2)nc2cc(Cl)ccc12` = u	u	u	u	-9.7%	-5.7%	u	-5.3%	u

Carrying on.
Every second line gives: HT1080-NT tox	IL1B secr inh	HT1080 IDH1KD tx	MCF10A rerep	WRN helicase inh	KB-3-1 cytotox	ATXN2 expr inh	KB-V1 MDR tox	SW480 rereplic
> CCc1cc2c(SCC(=O)NCC3CCCO3)ncnc2s1 (stereo not drawn)
 : 6.7%	18.6	-0.3%	-3.8%	-16.8%	2.6%	7.9%	0.9%	-0.2%
> COc1cc(C(=O)N/C(=C\c2cn(S(=O)(=O)N(C)C)c3ccccc23)C(=O)NCCCO)cc(OC)c1OC
 : 0.9%	13.1	3.5%	-15.8%[9.22 µM]	3.6%	-3.4%	-27.7%	u	-50.3%[inhibitor]
> CCN(CC)S(=O)(=O)c1ccc2[nH]cc(C(=O)NCCN3CCCCCC3)c(=O)c2c1
 : 0.1%	0.0	7.0%	-0.1%	2.0%	1.2%	-0.4%	0.3%	-4.1%
> COc1cc(C(=S)N2CCOCC2)ccc1OC(=O)c1cc([N+](=O)[O-])cc([N+](=O)[O-])c1
 : -0.8%	0.0	-4.8%	-6.9%	-19.7%	-0.3%	-10.4%	-7.1%	0.7%
> CN(C(=O)COC(=O)c1cc2ccccc2oc1=O)C1CCCCC1
 : -0.2%	34.9	0.5%	-2.1%	-11.7%	-0.9%	10.2%	u	-11.5%
> Cc1ccc(S(N)(=O)=O)c(C)c1-n1cnnn1
 : 6.9%	7.0	7.9%	1.9%	5.6%[57.1 µM]	5.9%	-7.8%	-2.7%	-3.9%
> O=C1C2C3C=CC(C2C(=O)N1C1CCCCC1)C1C(=O)N(C2CCCCC2)C(=O)C31 (stereo not drawn)
 : 0.7%	-0.4	1.5%	-1.1%	-1.4%	1.7%	u	0.0%	-1.6%
> COC(=O)C1(C)CCc2c(ccc3ccccc23)C1=O (stereo not drawn)
 : 2.2%	43.8	9.0%	x	0.4%[57.1 µM]	-10.3%	15.7%	-28.1%	x
> CC12CCC(C(=O)Nc3ccccc3Cl)([C@H](Br)C1=O)C2(C)C (stereo partly drawn)
 : 1.4%	23.2	6.8%	u	-8.4%	-4.1%	24.9%	-1.0%	-73.7%[inhibitor]
> Cc1ccc(NC(=O)c2ocnc2C)cc1Cl
 : 6.8%	-6.6	-19.8%	-3.8%	-8.4%	16.3%	75.4%[activator]	u	-3.9%
> Cc1ccccc1NC(=O)CN1C(=O)CSc2ccccc21
 : 0.0%	-3.2	5.5%	-1.7%	1.4%	-2.2%	-3.6%	11.5%	-11.7%
> Brc1cccc(-c2nnc(SCc3nc4ccccc4[nH]3)o2)c1
 : 11.4%	-55.5*	-1.6%	10.1%	-3.1%	3.1%	-2.9%	-3.7%	-5.7%
> O=C(c1nn2c(C(F)(F)F)cc(-c3cccs3)nc2c1Cl)N1CCCc2ccccc21
 : -11.7%	-1.0	-24.1%	u	-28.1%	u	20.8%	u	20.7%
